Compound activity from PubChem.
USP2a inh: blocks human ubiquitin-specific protease USP2a | O75604 | USP2 core, Ub-CHOP2 coupled fluorogenic reporter, 485/531 | Potency, µM (doses to about 38.3 µM), without a hit: at the top dose activity change, negative = inhibition, actives largely listed as inhibitors | 330,000 tested, 0.01% active | AID 463254;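 further: potency means the concentration at half of the fitted maximal effect; plate controls were DMSO wells for no effect and full inhibition by NEM control for full effect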
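USP2 core (10nM final) preincubated 30min RT with compound in 20mM Tris-HCl pH 8.0, 2mM CaCl2, 2mM beta-mercaptoethanol, 0.05% CHAPS; 25nM Ub-CHOP2 plus 25nM reporter substrate added, fluorescence (Ex485/Em531) read after 60min.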
KCNH2 WT inh: blocks the wildtype human KCNH2 potassium channel. Q12809. U2OS, BacMam KCNH2, thallium flux FluxOr; hits give low values. 340,000 tested, 0.37% active. activity change, % at 1.84 µM. AID 720551;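 active means maximum activity change below -70%; inconclusive means maximum activity change between -70% and -50%; inactive means maximum activity change above -50%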; further: on the % scale 0 is the no-effect control and ±100 the full control effect
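U2OS cells transduced with wild-type KCNH2 virus are loaded with FluxOr dye for 45 min, and thallium flux is measured in kinetic reads before and after stimulation buffer. Rate constants are normalized to DMSO controls.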
KCNH2 3.1 block: blocks the human KCNH2 3.1 channel isoform; U2OS KCNH2 3.1, thallium flux FluxOr; hits give low values; activity change, % (tested at about 1.8 µM); 340,000 tested, 0.95% active;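 active means maximum activity change below -70%; inconclusive means maximum activity change from -70% to -50%; inactive means maximum activity change above -50%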;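 further: thallium influx rate constant from kinetic fluorescence after stimulation buffer; on the % scale 0 is the no-effect control and ±100 the full control effect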
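We transduce U2OS cells with the mutant 3.1 virus, culture them overnight, load FluxOr with Red40 quencher for 45 min, then add stimulation buffer and read kinetically for 2 min to derive a normalized rate constant.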
TSHR antag: antagonists of human thyroid stimulating hormone receptor; AID 504810; 330,000 tested, 0.2% active; activity change, negative = inhibition, % at 11.5 µM; TSHR-expressing cells, TSH-stimulated cAMP HTRF, 2 h; hits give low values;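 active means activity change below a set negative limit, meaning inhibition stronger than a set level, cut at about -70% in these data; inconclusive means activity change between two set negative limits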; further: on the % scale 0 is the no-effect control and ±100 the full control effect
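TSHR-expressing cells were treated with compounds, then stimulated with TSH at EC80 (4nM final) for 2 hours at 37 deg C. Cellular cAMP was measured by HTRF competition between lysate cAMP and cAMP-d2 for a cryptate-labelled anti-cAMP antibody.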
TRPV1 ag: activates the human vanilloid receptor TRPV1; Q8NER1; 320,000 tested, 0.19% active; TRPV1-expressing cells, Fluo-8 calcium influx, agonist mode; activation, % at 8.33 µM; in the data active means activation above about 80%; inconclusive means between about 30% and that limit; further: 0% is about no effect
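Fluo-8 calcium influx in TRPV1-expressing cells, kinetic read (ex 480/em 520 nm). Compound added and read 3 min for agonist activity, followed by capsaicin at EC20 final and 2 min further read for enhancement.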
TCR act: activators of T cell receptors; 330,000 tested, under 10 active; Potency, µM (doses to about 9.22 µM), for the others: at the top dose activation of IL-2 secretion, actives largely listed as activators; primary human leukocytes, anti-CD3, IL-2 HTRF, 48 h; further: % of control where 0% means no effect
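IL-2 release read by HTRF sandwich (Eu cryptate donor, d2 acceptor, 665 nm emission) after 48 hr exposure of primary human leukocytes to compound together with anti-CD3 beads in the absence of co-stimulatory signals.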
Eya2 inh: inhibitors of human Eya2 phosphatase activity; Potency, µM (doses to about 76.9 µM), for the others: at the top dose activity, negative = inhibition, most hits filed as inhibitors; recombinant Eya2, OMFP fluorescence dephosphorylation (OMFP is methylfluorescein phosphate); AID 488837; O00167; 330,000 tested, 0.006% active; further: potency means the concentration at half of the fitted maximal effect; on the % scale 0 is the no-effect control and ±100 the full control effect
Target sequence (O00167 whole entry, looked up): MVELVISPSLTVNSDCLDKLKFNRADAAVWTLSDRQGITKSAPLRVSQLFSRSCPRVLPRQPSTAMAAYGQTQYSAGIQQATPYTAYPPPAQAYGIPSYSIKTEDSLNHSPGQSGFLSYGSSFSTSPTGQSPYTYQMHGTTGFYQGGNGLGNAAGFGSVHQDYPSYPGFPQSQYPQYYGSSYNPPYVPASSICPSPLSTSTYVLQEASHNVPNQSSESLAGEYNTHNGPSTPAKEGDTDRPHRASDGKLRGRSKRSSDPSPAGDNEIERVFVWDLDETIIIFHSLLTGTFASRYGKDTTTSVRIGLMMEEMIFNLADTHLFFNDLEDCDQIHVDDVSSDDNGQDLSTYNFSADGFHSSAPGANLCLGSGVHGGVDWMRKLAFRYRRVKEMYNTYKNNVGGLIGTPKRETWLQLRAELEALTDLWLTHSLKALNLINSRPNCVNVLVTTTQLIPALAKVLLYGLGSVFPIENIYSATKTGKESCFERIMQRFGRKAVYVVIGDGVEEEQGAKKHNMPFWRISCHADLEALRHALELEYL
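Eya2 protein (added as 0.2 uM solution) was preincubated with compound for 10 min at ambient temperature in 50 mM HEPES pH 7.5, 50 mM NaCl, 5 uM MgCl2, 0.05% BSA, 1 mM DTT. OMFP (added at 50 uM) then reacted 10 min; fluorescence read at 485/525 nm.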
ELG1 repair inh: ELG1-dependent DNA repair inhibition. Potency, µM (series often up to 46.1 µM), inactives show at the highest dose activity change, negative = inhibition, actives largely listed as inhibitors. 330,000 tested, 2.3% active. HEK293T ELG1-luciferase reporter, luminescence, 16 h; DNA damage induced by 5-fluorouridine; further: potency means the concentration at half of the fitted maximal effect; on the % scale 0 is the no-effect control and ±100 the full control effect; nearly all actives have a fitted effect of over 55% in size
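HEK293T cells expressing luciferase-tagged ELG1 (2,000/well) received 5-Fluorouridine plus compound or DMSO for 16 hr at 37 °C. Luciferase was read by ONE-Glo luminescence after 30 min at room temperature.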
Mito fusion act: mitochondrial division inhibition or fusion activation | Potency, µM (highest dose often 46.1 µM), inactives show top-dose growth rescue (activation), most hits filed as activators | S. cerevisiae fusion-defective mutant growth rescue, CellTiterGlo 48 h | 320,000 tested, 0.23% active | AID 485298;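 further: potency means the concentration at half of the fitted maximal effect; % of control where 0% means no effect; nearly all actives have a fitted effect of over 45% in size; temperature-sensitive fusion mutants such as fzo1-1 at 37 °C on non-fermentable ethanol glycerol medium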
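Growth-rescue viability read-out: after 48 h at the non-permissive 37C in glycerol/ethanol YPEG, yeast mitochondrial fusion mutants are measured by CellTiterGlo luminescence; compounds (23 nl pinned per well) restoring growth score as division inhibitors or fusion activators.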
A-T KAP1 phos: potential ataxia-telangiectasia treatments restoring KAP-1 phosphorylation | […] A-T fibroblasts, KAP-1 phosphorylation AlphaLISA; neocarzinostatin DNA damage 30 min before lysis | Potency, µM (doses to about 57.5 µM), for the others: top-dose activation, most hits filed as activators | 320,000 tested, 0.19% active | AID 485349; further: potency means the concentration at half of the fitted maximal effect; % of control where 0% means no effect; nearly all actives have a fitted effect of over 45% in size
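hTERT-immortalized A-T patient fibroblasts ([…]), 500 cells/well in OPTI-MEM, 1% FBS, got compounds for 60 min, then NCS for 30 min at 37C. Lysates were then assayed for phospho-KAP-1 by AlphaLISA (anti-pKAP1 donor, anti-KAP1 acceptor beads), 6 hr at 25C.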
An asterisk follows results filed as active; ? = inconclusive; · = no result given; [ ] = another dose, or the depositor's remark. Unless noted, the call rests on the fitted dose curve; in most records, active means well fitted curve in the direction sought with a large enough effect; inconclusive means small, poorly fitted or top-dose-only effect, or another doubt; inactive means no such curve, though single readings can be large; an effect the other way counts as inactive or inconclusive. Some of the compounds tested; the hit share may differ from the screen's.

#1 CC(C)=C1C2CCC1C1C(=O)N(NC(=O)COc3ccc(C(C)(C)C)cc3)C(=O)C21 (stereo not drawn)
#2 CN(C)c1cccc(C(=O)OCC(=O)Nc2ccccc2Sc2ccccc2)c1
#3 COc1ccc(CCNC(=O)[C@@H]2C[C@H]2c2ccccc2)cc1OC
#4 Fc1ccc(CNC(=S)Nc2ccccc2F)cc1
#5 Cc1ccc(C)c(OCCCNCc2ccccc2)c1
#6 Cc1cccc(C)c1NC(=O)CCn1cnc2ccccc2c1=O
#7 O=C(CNC(=O)c1ccncc1)N/N=C/c1ccccc1[N+](=O)[O-]
#8 COc1ccc(NC(=O)CN(C)C2CCS(=O)(=O)C2)cc1 (stereo not drawn)
Screen / compound no.	1	2	3	4	5	6	7	8
USP2a inh	-6%	-7%	2%	1%	-1%	11%	0%	-4%
KCNH2 WT inh	-1	3	1	7	1	·	-10	-3
KCNH2 3.1 block	-11	20	5	-8	12	-4	14	-1
TSHR antag	-2	37	16	18	-1	-6	-5	-3
TRPV1 ag	-2	1	4	26	-1	-2	2	2
TCR act	-2%	-3%[46.1 µM]	2%[46.1 µM]	·	·	-1%	4%	3%
Eya2 inh	-32%	-2%	2%	1%	7%	-5%	-1%	-9%
ELG1 repair inh	-19%	-21%	5%	-6%	-13%	0%	-4%	?
Mito fusion act	-3%	-1%	0%	-13%	-15%	0%	2%	3%
A-T KAP1 phos	0%	12%	7%	-2%	0%	-2%	-1%	8%

#9 CC(C)CC(=O)Nc1nc2c(c(=O)[nH]1)CCCC2
#10 COc1cccc(C(=O)N2CCN(Cc3ccccn3)CC2)c1OC
#11 N=c1oc2cc(O)ccc2cc1C(=O)Nc1nc2ccccc2s1
#12 O=C(NC(=S)Nc1cc([N+](=O)[O-])ccc1O)c1ccc2c(c1)OCO2
#13 Cn1c(SCC(=O)Nc2ccc3c(c2)CCC3)nnc1C1CC1
#14 CCOC(=O)C1CCN(C(=O)CC2(CC(=O)O)CCCC2)CC1
#15 CCOc1ccc(N(CC(=O)NN=C2CCCC2)S(C)(=O)=O)cc1
#16 CC1=NN(C(N)=S)C(=O)C1N=Nc1cccc2ccccc12 (stereo not drawn)
Screen / compound no.	9	10	11	12	13	14	15	16
USP2a inh	0%	0%	4%	0%	-1%	0%	10%	0%
KCNH2 WT inh	1	4	0	-6	-1	21	-5	·
KCNH2 3.1 block	2	1	19	3	0	-6	-4	·
TSHR antag	2	-20	-7	-17	3	-11	-11	-13
TRPV1 ag	-1	-1	1	3	0	2	-1	0
TCR act	-17%	-4%	-2%[46.1 µM]	5%	-1%	2%	1%	·
Eya2 inh	7%	-6%	-4%	4%	-5%	10%	11%	2%
ELG1 repair inh	7%	-8%	?	?	9%	-2%	-15%	?
Mito fusion act	-1%	-2%	7%	1%	1%	-3%	-2%	3%
A-T KAP1 phos	2%	11%	29%	0%	17%	6%	2%	-1%

#17 Cc1ccc(S(=O)(=O)N2CCCC2c2nc3ccccc3s2)cc1 (stereo not drawn)
#18 CCOc1ccccc1NC(=O)C(OC(=O)c1ccccc1)c1ccccc1 (stereo not drawn)
#19 CN(c1ccccc1)S(=O)(=O)c1cccc(NC(=O)CCN2C(=O)C3CCCCC3C2=O)c1 (stereo not drawn)
#20 CCOc1ccccc1OCC(=O)Nc1cc(C)on1
#21 O=C1NN(c2ccccc2)C(=O)/C1=C\c1ccccc1
#22 COc1ccc(CNC(=O)C2CC(O)CN2C(=O)Nc2ccccc2)cc1 (stereo not drawn)
#23 CN(Cc1nccn1C)C(=O)c1cc(COc2ccc3ncccc3c2)on1
#24 CC1CCN(S(=O)(=O)c2ccc3c(c2)oc(=O)n3CC(=O)N2c3ccccc3CC2C)CC1 (stereo not drawn)
Screen / compound no.	17	18	19	20	21	22	23	24
USP2a inh	0%	0%	1%	10%	1%	1%	2%	-1%
KCNH2 WT inh	-11	1	-8	7	7	-11	-4	-4
KCNH2 3.1 block	-3	10	10	-49	13	-5	-1	-13
TSHR antag	-8	-4	5	·	11	1	-1	11
TRPV1 ag	·	?	11	·	-2	0	0	·
TCR act	1%	-5%[46.1 µM]	2%	5%	-2%	·	-24%	6%
Eya2 inh	-7%	3%	-10%	?	-15%	-1%	0%	15%
ELG1 repair inh	-11%	-1%	-7%	0%	-13%	7%	?	-4%
Mito fusion act	-3%	26%	-3%	·	-14%	-2%	-2%	4%
A-T KAP1 phos	6%	13%	10%	15%	-5%	5%	-3%	0%

Structural class: the entries above containing an aryl methoxy group.
#3 COc1ccc(CCNC(=O)[C@@H]2C[C@H]2c2ccccc2)cc1OC
#8 COc1ccc(NC(=O)CN(C)C2CCS(=O)(=O)C2)cc1 (stereo not drawn)
#10 COc1cccc(C(=O)N2CCN(Cc3ccccn3)CC2)c1OC
#22 COc1ccc(CNC(=O)C2CC(O)CN2C(=O)Nc2ccccc2)cc1 (stereo not drawn)
Screen / compound no.	3	8	10	22
USP2a inh	2%	-4%	0%	1%
KCNH2 WT inh	1	-3	4	-11
KCNH2 3.1 block	5	-1	1	-5
TSHR antag	16	-3	-20	1
TRPV1 ag	4	2	-1	0
TCR act	2%[46.1 µM]	3%	-4%	·
Eya2 inh	2%	-9%	-6%	-1%
ELG1 repair inh	5%	?	-8%	7%
Mito fusion act	0%	3%	-2%	-2%
A-T KAP1 phos	7%	8%	11%	5%

Additional results follow:
#25 Cc1ccccc1NC(=O)COC(=O)c1ccccc1SCC(=O)N1CCCC1
#26 CC(C)CCNC(=O)NC(=O)CSc1nnc(-c2ccccc2F)n1N
#27 CN(C)c1ccc(/C=C/C(=O)c2ccc3c(c2)OCO3)cc1
#28 O=C(C1CCCO1)N1CCN(c2ccc(F)cc2)CC1 (stereo not drawn)
#29 Nc1ccc(-n2nncc2-c2ccccc2)cc1
#30 Cc1ccc2oc(=O)c3cnn(CC(=O)NCCc4ccsc4)c3c2c1
#31 Cc1cc(C)n(CC(=O)NC2C(=O)N3C(C(=O)O)=C(CSc4nnc(C)s4)CSC23)n1 (stereo not drawn)
#32 O=C1N=c2ccccc2=C1c1sc(=S)n(NC(=O)c2cccc(O)c2)c1O
Screen / compound no.	25	26	27	28	29	30	31	32
USP2a inh	2%	0%	18%	1%	-4%	1%	4%	-2%
KCNH2 WT inh	-1	-4	-6	6	2	2	-7	-5
KCNH2 3.1 block	-2	4	-21	3	0	-9	10	-18
TSHR antag	8	19	-5	5	-4	7	-1	-9
TRPV1 ag	-2	-1	?	-3	1	1	-1	1
TCR act	-4%	3%	6%	-6%[46.1 µM]	5%[46.1 µM]	5%	7%	2%
Eya2 inh	-1%	-29%	?	-1%	-4%	0%	0%	-7%
ELG1 repair inh	12%	1%	?	0%	11%	4%	22%	1%
Mito fusion act	-2%	1%	8%	-2%	-2%	4%	-5%	-4%
A-T KAP1 phos	8%	-12%	20%	·	2%	-7%	-5%	-5%

#33 CCC(=O)n1nc(-c2ccc(OC)cc2)nc1NCc1cccs1
#34 CC(=O)N(c1nnc(-c2cccc(C)c2)s1)C1CCCC1
#35 COc1ccc(CNC(=O)COC(=O)[C@@H]2CCCN2C(=O)c2cccs2)cc1
#36 Cc1ccc2c(c1)C(=O)CCN2
#37 Cc1ccc(-n2cnc3sc(C)c(C)c3c2=O)cc1
#38 O=C(Nc1cccnc1)OC1CCCC1
#39 CS(=O)(=O)c1ccccc1C(=O)Nc1ccc(-c2nc3ccccc3[nH]2)cc1
Screen / compound no.	33	34	35	36	37	38	39
USP2a inh	2%	-2%	1%	3%	15%	0%	3%
KCNH2 WT inh	4	-1	0	-13	3	-27	-5
KCNH2 3.1 block	-10	2	5	-4	-7	-2	21
TSHR antag	-10	-12	9	2	-4	-4	13
TRPV1 ag	-3	1	·	-1	-1	4	-2
TCR act	1%	4%	2%[46.1 µM]	·	0%	-6%	-1%
Eya2 inh	5%	-12%	1%	-1%	-24%	-5%	-2%
ELG1 repair inh	?	?	8%	?	?	?	?
Mito fusion act	4%	-8%	·	6%	6%	-7%	-6%
A-T KAP1 phos	0%	5%	-6%	-1%	6%	0%	3%
